HEK293 cAMP cs – qHTS Assay for Agonists of the Thyroid Stimulating Hormone Receptor: Activators of Intracellular cAMP Concentrations in Parental HEK 293. parental HEK293 CNG cAMP sensor, membrane potential fluorescence. Potency, µM (series often up to 57.1 µM), for the others: at the top dose activation, hits mostly activators. hit rate 2.5% among 73,000. AID 938, 2007; also: potency is read from the fitted curve at half-maximal effect; % of control where 0% means no effect; nearly all actives have a fitted effect of over 55% in size
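Parental HEK 293 cells stably expressing a modified CNG channel (no TSHR) report cAMP rise as membrane depolarization. Membrane potential dye with 100 uM RO 20-1724 was loaded for 60 min at room temperature, then compound added for 30 min; fluorescence read at 590 nm.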
Caspase-7 inhib – qHTS Assay for Allosteric/Competitive Inhibitors of Caspase-7; hit rate 0.02% among 75,000; P55210; recombinant caspase-7, Ac-DEVD-AFC fluorescence rate; Potency, µM (top dose mostly 57.5 µM), for the others: at the top dose activity change, negative = inhibition, usual class: inhibitors; active = well fitted inhibition curve with a large enough effect in the main read-out, with a control signal flat, not every such curve was filed as active; inconclusive = small, poorly fitted or top-dose-only effect, or a change in a side signal; also: potency is read from the fitted curve at half-maximal effect; % of control where 0% means no effect
4MU fluor – qHTS Assay for Spectroscopic Profiling in 4-MU Spectral Region; compound autofluorescence, 340/450 nm, 4-MU equivalents; hits give high values; max dye-equivalent concentration, M; hit rate 11% among 59,000; in the data active = max dye-equivalent concentration above about 10 nM; inconclusive = mostly about 1.1 nM to 9.6 nM
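Compounds in 100 mM Tris, pH 8.0, sat 15 min at room temperature before fluorescence was read at 340 nm excitation/450 nm emission; a per-plate six-point 4-MU standard curve converted signals to dye-equivalent concentration at each compound concentration.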
Casp1 inh – qHTS Assay for Allosteric/Competitive Inhibitors of Caspase-1 | hit rate 0.03% among 75,000 | Caspase-1 enzyme, Ac-WEHD-AFC fluorogenic rate | Potency, µM (doses to about 57.5 µM), inactives show top-dose activity change, negative = inhibition, actives largely listed as inhibitors | AID 900, 2007;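 also: potency is read from the fitted curve at half-maximal effect; plate controls were vehicle for no effect and no substrate for full effect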
Fluorescein fluor – qHTS Assay for Spectroscopic Profiling in Fluorescein Spectral Region; Compound autofluorescence, 480/540 nm, fluorescein-equivalent; hits give high values; hit rate 0.91% among 59,000; max fluorescein-equivalent concentration, M; AID 593, 2007; in the data active = max fluorescein-equivalent concentration above about 10 nM; inconclusive = between about 1.1 nM and that limit
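Compounds were pin-transferred into 100 mM Tris buffer, pH 8.0, and incubated 15 min at room temperature. Fluorescence was read at 480 nm excitation/540 nm emission. Signals were normalized to an on-plate six-point fluorescein standard curve as dye-equivalent concentration.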
Rhodamine autofl – qHTS Assay for Spectroscopic Profiling in Rhodamine Spectral Region; Rhodamine-region fluorescence, 547/598 nm, Tris buffer; hits give high values; max dye-equivalent concentration, M; hit rate 0.05% among 59,000; AID 594, 2007; in the data active = max dye-equivalent concentration above about 11 nM; inconclusive = between about 1.1 nM and that limit
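qHTS spectral profiling of compounds without any target or enzyme present, in pH 8.0 Tris buffer; plates were read after a 15-minute room-temperature incubation using the rhodamine-region filter set.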
A350 autofl – qHTS Assay for Spectroscopic Profiling in A350 Spectral Region. AID 590, 2007. max dye-equivalent concentration, M. hit rate 11% among 59,000. Compound autofluorescence, 340/450 nm, Alexa 350 dye-equivalents; hits give high values; in the data active = max dye-equivalent concentration above about 10 nM; inconclusive = mostly about 1.1 nM to 9.6 nM
Texas Red fluor – qHTS Assay for Spectroscopic Profiling in Texas Red Spectral Region. Compound fluorescence, Texas Red channel, 547/618 nm; hits give high values. max dye-equivalent concentration, M. hit rate 0.06% among 59,000. AID 587, 2007; in the data active = max dye-equivalent concentration above about 10 nM; inconclusive = between about 1.1 nM and that limit
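Fluorescence at ex 547/em 618 nm, normalized against an on-plate Texas Red standard series to give dye-equivalent concentration per compound concentration. Buffer 100 mM Tris, pH 8.0; 15 min RT incubation before CCD imaging.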
FLuc inh – qHTS Assay for Inhibitors of Firefly Luciferase; Luciferin 4-monooxygenase (Photinus pyralis), P08659; Potency, µM (doses to about 57.1 µM), for the others: at the highest dose activity change, negative = inhibition, usual class: inhibitors; hit rate 2.2% among 72,000; purified firefly luciferase, luminescence, 8 min; also: potency is read from the fitted curve at half-maximal effect; % is scaled to controls: 0 for no effect and ±100 for the full control effect; nearly all actives have a fitted effect of over 40% in size
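Inhibition of light generation by firefly luciferase from ATP and luciferin was profiled with concentration-response curves per sample, ATP held at 10 uM within the enzyme's linear range. Plates were read by luminescence after an 8-minute ambient incubation.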
Tau filament bind – qHTS Assay for Tau Filament Binding; Potency, µM (highest dose often 57.1 µM), without a hit: at the top dose activity change, negative = inhibition; recombinant tau filaments, thioflavin S fluorescence, 15 h; filaments grown with octadecylsulfate alongside compound; Microtubule-associated protein tau (Homo sapiens), P10636; hit rate 2% among 71,000;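 also: potency is read from the fitted curve at half-maximal effect; % is scaled to controls: 0 for no effect and ±100 for the full control effect; actives lower thioflavin S fluorescence by blocking filaments or displacing dye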
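His-tagged recombinant human tau (exons 2, 3 and 10 included), 1 uM, was induced to fibrillize by 30 uM sodium octadecylsulfate with compound present. After 15 h at 37 C, thioflavine S fluorescence (ex 450, em 510 nm) was read.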
ERK AVP block – qHTS Assay for Inhibitors of the ERK Signaling Pathway using a Homogeneous Screening Assay. Potency, µM (doses to about 57.5 µM), for inactives: at the top dose activity, negative = inhibition, actives largely listed as inhibitors. hit rate 0.99% among 72,000. AID 995, 2007. HEK293-V1b, vasopressin-stimulated pERK AlphaScreen; also: potency is read from the fitted curve at half-maximal effect; % is scaled to controls: 0 for no effect and ±100 for the full control effect; nearly all actives have a fitted effect of over 55% in size
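Phosphorylated ERK1/2 detected via AlphaScreen bead proximity in lysates of V1b-expressing HEK293 cells given 25 nM vasopressin for 5 min after 30 min compound exposure (37 °C). AC50 from Hill equation; basal DMSO 0%, vasopressin 100%.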
Numbers without * were called inactive; i = inactive; ? = inconclusive; / = no result given; [ ] = dose if it differs, or a comment. Unless noted, calls follow the shape of the dose curve; as a rule, active = well fitted curve in the direction sought with a large enough effect; inconclusive = small, poorly fitted or top-dose-only effect, or another doubt; inactive = no such curve, though single readings can be large; an effect the other way counts as inactive or inconclusive. Not all compounds are listed; rates above refer to the full screens.

SMILES	HEK293 cAMP cs	Caspase-7 inhib	4MU fluor	Casp1 inh	Fluorescein fluor	Rhodamine autofl	A350 autofl	Texas Red fluor	FLuc inh	Tau filament bind	ERK AVP block
CCOc1cc(N2CCOCC2)c(OCC)cc1NC(=O)c1nc2nccc(C)n2n1	-19%	0%	i	1%	?	i	?	i	0%	43%	-19%
COc1cc2nc(C3CCC3)n(NC(=O)C(OC(C)=O)c3ccccc3)c(=O)c2cc1OC (stereo not given)	?	1%	i	0%	i	i	i	i	2%	2%	-5%
Cc1cc(C)n(-c2nncn2NC(=O)c2ccc(Cl)cc2O)n1	4%	-2%	i	3%	i	i	i	i	1%	8%	?
CC(C)CC1(C(=O)NCc2ccccn2)C=CCN1C(=O)c1ccccc1 (stereo not given)	25µM*	-1%	/	-2%	/	/	/	/	/	-5%	-8%
CS(=O)(=O)N1CCC(C(=O)NCCN2CCN(Cc3ccccc3)CC2)CC1	-61%[inhibitor]	-3%	?	-3%	?	i	?	?	0%	-8%	-9%
COc1ccc(CC(=O)Nc2ccc3c(c2)CCC3)cc1S(=O)(=O)N1CCOCC1	0%	-2%	i	0%	?	i	i	i	-1%	-14%	-20%
O=C(OCc1cccc2ccccc12)c1ccc2c(=O)[nH]c(CN3CCOCC3)nc2c1	?	-2%	i	1%	i	i	i	i	1%	1%	-25%
Nc1nonc1C(=O)OCC(=O)N1CCCCC1	-10%	-2%	i	3%	?	i	i	?	-2%	-5%	9%
CC1(C)CC(=O)c2cnc(NC(=O)c3ccco3)nc2C1	-1%	-1%	?	-1%	?	i	?	i	-10%	-4%	-18%
CCOC(=O)CNC(=O)Nc1nnc(-c2ccc(OCC)cc2)o1	?	0%	i	1%	?	i	i	i	?	6%	10%
CCCn1c(C)nc2c(NCCCN(C)C)nc(C)nc21	2%	0%	/	-1%	/	/	/	/	/	-12%	5%
CCCCC(=O)Nc1cccc(-c2nc3ncccc3o2)c1	9%	-1%	i	1%	i	i	?	i	-2%	-12%	-6%
Clc1ccc(Br)cc1-c1nc(-c2ccncc2)no1	23%	0%	i	0%	?	i	i	?	0%	8%	-20%
CCC1(C)Cc2ccccc2/C(=C/C(=O)N2CCCCC2)N1 (stereo not given)	16µM*	-8%	i	-3%	i	i	i	i	2%	-5%	-2%
CC1(C)Cc2c(sc3ncn4nnnc4c23)CO1	/	/	i	/	?	i	i	i	0%[25.5 µM]	/	/
CCCCN(Cc1cc2cc(OC)ccc2[nH]c1=O)C(=O)c1ccco1	?	-8%	3.1e-07M*	-6%	i	i	1.4e-07M*	i	1%	1%	-8%
CC(=O)O[C@@H]1CC(C)=C2[C@H]1[C@H](C)CC[C@H]2/C=C(\C)C(=O)O	29%	3%	/	2%	/	/	/	/	/	-1%	19%
Cc1ccc(C)c(CSc2nnc(-c3ccccn3)n2N)c1	-2%	1%	i	0%	i	i	i	i	2%	-2%	2%
O=C1[C@H]2[C@H]3[C@H](O)[C@H](O)C/C(=N/OCc4ccccc4)[C@H]3CC[C@@H]2C(=O)N1C[C@@H]1CCCO1	-7%[11.4 µM]	-2%[11.5 µM]	/	-10%[11.5 µM]	/	/	/	/	1%[11.4 µM]	/	20%[11.5 µM]
CC(=O)OC[C@@H]1O[C@H](CCO/N=C(\C)CCC(=O)OC[C@@H]2O[C@H](C#Cc3ccccc3)C=C[C@@H]2Oc2ccc(C)cc2)C=C[C@@H]1OC(C)=O	-2%[11.4 µM]	-1%[11.5 µM]	/	-8%[11.5 µM]	/	/	/	/	2%[11.4 µM]	/	4%[11.5 µM]
OC1(c2ccc(F)cc2)CCN(Cc2nnnn2Cc2cccs2)CC1	10%	1%	i	-1%	i	i	i	i	4%	10%	-12%
COc1cccc(-n2c(SCC(=O)NCCC3=CCCCC3)nc3n[nH]c(C)c3c2=N)c1	-6%	0%	i	-1%	i	i	i	i	-1%	2%	-1%
CCOC1CCCCC1NS(=O)(=O)c1ccc(Cl)cc1 (stereo not given)	10%	0%	/	-2%	/	/	/	/	1%	-4%	36%[activator]
CCn1c(Cn2nnc(-c3ccccc3)n2)nnc1SCC(=O)Nc1cccc(C)c1C	6%	0%	i	-2%	i	i	i	i	1%	-4%	0%
Cc1ccc(C(=O)OCC(=O)N2CC(=O)Nc3ccccc32)s1	1%	-2%	i	3%	i	i	i	?	4%	-8%	-13%
(list continues)
SMILES	HEK293 cAMP cs	Caspase-7 inhib	4MU fluor	Casp1 inh	Fluorescein fluor	Rhodamine autofl	A350 autofl	Texas Red fluor	FLuc inh	Tau filament bind	ERK AVP block
COC(=O)c1ccc2c(=O)n(C3CCCCC3)c(SCC#N)nc2c1	20µM*	1%	i	0%	i	i	i	?	1%	29%	11%
CCC(C)[C@@H](C(=O)Nc1ccc2c(c1)OCO2)N1Cc2ccccc2C1=O (stereo not given in full)	8%	-4%	/	-4%	/	/	/	/	-4%	25µM*	?
CCCN(CCC)CCCNC(=O)c1ccc2c(c1)N(CC)C(=O)c1ccccc1S2=O (stereo not given)	9%	2%	i	-1%	i	i	i	i	0%	-3%	14%
CCOCCc1nnc(NC(=O)c2cccc(F)c2)s1	0%	3%	i	-2%	?	i	i	?	-1%	-5%	11%
Cc1ccc(-c2cc(-c3ccc4c(c3)OCO4)c(C#N)c(N)n2)o1	?	-28%	3e-08M*	?	i	i	3.2e-08M*	i	-10%	13µM*	4%
Cn1c(SCC(=O)NCc2ccc3c(c2)OCO3)nnc1C1COc2ccccc2O1 (stereo not given)	?	0%	i	2%	?	i	i	?	2%	7%	24%
O=C(Nc1cccc(NC(=O)c2ccc(-c3cccc(Br)c3)o2)c1)c1ccco1	?	-4%	1.7e-08M*	-4%	?	i	1.9e-08M*	i	-7%	82%	21%
Cc1cc(Nc2cccc(F)c2)n2nc(C)nc2n1	2%	-4%	/	1%	/	/	/	/	2%	1%	-13%
CCOC(=O)N1CCN(c2cc(=O)n(-c3cccc(Br)c3)c(=O)[nH]2)CC1	4%	1%	/	-2%	/	/	/	/	-4%	12%	/
COCOc1ccc(Br)cc1C(=O)[C@H]1O[C@H]1c1cccc(OC)c1	?	2%[11.5 µM]	/	1%[11.5 µM]	/	/	/	/	2%[11.4 µM]	/	9%[11.5 µM]
CN(c1ccccc1C(=O)Nc1cccnc1)S(C)(=O)=O	7%	-1%	i	-1%	i	i	i	i	3%	0%	11%
O=C(CSc1nc2ccccc2c(=O)n1NC(=O)Cc1ccccc1)NCc1ccco1	13%	1%	i	1%	i	i	i	i	1%	13%	-22%
O=C(CCCN1C(=O)c2ccccc2C1=O)Nc1ccccc1C(=O)N1CCOCC1	7%	0%	/	-2%	/	/	/	/	0%	-5%	-23%
CCn1c2ccccc2c2nnc(SCC(=O)Nc3cc(C)on3)nc21	1%	0%	?	0%	?	i	?	i	3%	1%	-10%
CCc1c(C)[nH]c2ccc(C)cc2c1=O	4%	0%	i	-7%	i	i	i	i	-2%	1%	-28%
CCOc1ccc(C(=O)CCNC(Cc2cnc[nH]2)C(=O)O)cc1 (stereo not given)	-1%[11.4 µM]	2%	/	-3%	/	/	/	/	0%	-1%[11.4 µM]	-9%
CC(=O)N1CC=CC1(CC(C)C)C(=O)NCc1cc(F)cc(C(F)(F)F)c1 (stereo not given)	17%	-1%	/	1%	/	/	/	/	/	-16%	7%
COc1cc(CCC(=O)OCC(=O)Nc2ncc(Cl)cc2Cl)cc(OC)c1OC	-7%	-7%	i	-3%	?	i	i	?	5%	-8%	25%
Cc1cc(C)nc(NS(=O)(=O)c2ccc(NC(=O)c3ccco3)cc2)n1	-6%	0%	/	0%	/	/	/	/	1%	1%	-3%

Pulled one by one from the list above (2):
SMILES	HEK293 cAMP cs	Caspase-7 inhib	4MU fluor	Casp1 inh	Fluorescein fluor	Rhodamine autofl	A350 autofl	Texas Red fluor	FLuc inh	Tau filament bind	ERK AVP block
CCc1c(C)[nH]c2ccc(C)cc2c1=O	4%	0%	i	-7%	i	i	i	i	-2%	1%	-28%
CCOC(=O)N1CCN(c2cc(=O)n(-c3cccc(Br)c3)c(=O)[nH]2)CC1	4%	1%	/	-2%	/	/	/	/	-4%	12%	/

Structures listed so far shown as hits in 4MU fluor:
Molecule	Caspase-7 inhib	4MU fluor	Casp1 inh	Rhodamine autofl	A350 autofl	FLuc inh	Tau filament bind	ERK AVP block
CCCCN(Cc1cc2cc(OC)ccc2[nH]c1=O)C(=O)c1ccco1	-8%	3.1e-07M*	-6%	i	1.4e-07M*	1%	1%	-8%
Cc1ccc(-c2cc(-c3ccc4c(c3)OCO4)c(C#N)c(N)n2)o1	-28%	3e-08M*	?	i	3.2e-08M*	-10%	13µM*	4%
O=C(Nc1cccc(NC(=O)c2ccc(-c3cccc(Br)c3)o2)c1)c1ccco1	-4%	1.7e-08M*	-4%	i	1.9e-08M*	-7%	82%	21%
